Source: PubChem (National Center for Advancing Translational Sciences (NCATS))
TexasRed fluor = counter-screen for TRb-SRC2 inhibitors: fluorescence interference; TRb/SRC2 Texas Red total fluorescence interference; Potency, µM (doses to about 106 µM), for inactives: at the highest dose fluorescence change, negative = quenching; 280,000 compounds, 0.29% hits; active means well fitted curve in either direction with a large enough effect; inconclusive means small, poorly fitted or top-dose-only effect; further: potency means the concentration at half of the fitted maximal effect; on the % scale 0 is the no-effect control and ±100 the full control effect
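Human TRβ ligand-binding domain (0.6 uM) and Texas Red SRC2 peptide (20 nM) in Tris buffer with 1 uM T3 and 5% DMSO were incubated with pinned compound for 5 hr at ambient temperature. Total fluorescence was computed as S + 2P (555/632 nm).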
Tau fibril FP = blocks human tau fibril formation measured by polarization | P10636 | K18 P301L tau heparin fibrillization, Alexa594 FP, 6 h | Potency, µM (highest dose often 57.7 µM), for inactives: at the highest dose activity, negative = inhibition, most hits filed as inhibitors | 280,000 compounds, 0.39% hits | AID 1468; further: potency means the concentration at half of the fitted maximal effect; on the % scale 0 is the no-effect control and ±100 the full control effect; nearly all actives have a fitted effect of over 55% in size
Target sequence (P10636 561-689 P618L limits assumed): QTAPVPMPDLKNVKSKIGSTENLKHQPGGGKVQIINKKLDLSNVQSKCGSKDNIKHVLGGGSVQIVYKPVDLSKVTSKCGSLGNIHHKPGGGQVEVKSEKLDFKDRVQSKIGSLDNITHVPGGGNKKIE
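Recombinant K18 P301L […], labeled with Alexa 594 at 0.24 uM over 15 uM unlabeled; heparin inducer 20 uM final; 37 C, 6 hr; FP endpoint.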
Tau fluor cs = counter-screen for tau fibril formation inhibitors; tau K18 P301L Alexa594 fluorescence, heparin fibrillization; 280,000 compounds, 0.93% hits; Potency, µM (highest dose often 57.7 µM), for inactives: top-dose activity change, negative = decrease; AID 1463; further: potency means the concentration at half of the fitted maximal effect; on the % scale 0 is the no-effect control and ±100 the full control effect; nearly all actives have a fitted effect of over 55% in size
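Human tau K18 P301L (15 uM unlabeled, 0.24 uM Alexa 594-labeled) in 100 mM sodium acetate pH 7 with 20 uM heparin, 6 hr at 37 C. ThT 30 uM added, 1 hr ambient; Alexa 594 FP and total fluorescence read at 555/632 nm.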
Epigenetic reg = derepresses silenced GFP reporter in murine cells; murine LDR cells, GFP reporter derepression, 30 h; Potency, µM (highest dose often 53.9 µM), without a hit: at the highest dose GFP activation, most hits filed as activators; 280,000 compounds, 0.2% hits; AID 1865; further: potency means the concentration at half of the fitted maximal effect; % of control where 0% means no effect; nearly all actives have a fitted effect of over 60% in size
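In this reporter-derepression format, murine cells bearing a silenced integrated CMV-GFP locus incubate with test compound (30 h, 37 C), then are washed and imaged; fluorescent objects of 20–120 um count as induced cells.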
TRb-SRC2 inh = disrupts binding of human TR beta to SRC2 | AID 1469 | TRbeta-SRC2 peptide binding, fluorescence polarization; receptor liganded with 1 µM T3 | Potency, µM (top dose mostly 106 µM), inactives show at the top dose activity change, negative = inhibition, most hits filed as inhibitors | P10828 | 280,000 compounds, 0.065% hits;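 further: potency means the concentration at half of the fitted maximal effect; plate controls were bound peptide for no effect and peptide without receptor for full effect; nearly all actives have a fitted effect of over 50% in size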
Target sequence (P10828 whole entry, looked up): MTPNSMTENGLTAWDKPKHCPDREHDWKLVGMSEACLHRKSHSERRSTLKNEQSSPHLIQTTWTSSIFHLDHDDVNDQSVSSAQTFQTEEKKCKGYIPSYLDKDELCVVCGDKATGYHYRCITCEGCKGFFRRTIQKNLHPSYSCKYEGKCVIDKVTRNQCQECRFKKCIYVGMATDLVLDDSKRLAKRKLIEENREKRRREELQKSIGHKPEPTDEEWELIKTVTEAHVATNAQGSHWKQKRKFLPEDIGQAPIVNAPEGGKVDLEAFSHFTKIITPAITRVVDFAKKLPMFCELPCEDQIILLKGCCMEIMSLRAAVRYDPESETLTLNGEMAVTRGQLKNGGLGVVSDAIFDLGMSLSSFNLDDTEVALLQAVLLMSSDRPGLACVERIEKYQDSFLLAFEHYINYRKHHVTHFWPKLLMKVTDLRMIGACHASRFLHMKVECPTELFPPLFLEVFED
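Each compound concentration gave % activity, normalized to unbound and bound Texas Red SRC2 controls, from polarization read after 5 hr ambient incubation with T3-loaded human TRb LBD.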
NPSR antagonist = neuropeptide S receptor (human) antagonism, cAMP. Q6W5P4. CHO-NPSR cells, cAMP TR-FRET, antagonist mode. Potency, µM (highest dose often 38.3 µM), for the others: at the highest dose activity change, negative = inhibition, hits mostly inhibitors. 220,000 compounds, 1% hits. AID 1461; further: potency means the concentration at half of the fitted maximal effect; on the % scale 0 is the no-effect control and ±100 the full control effect; nearly all actives have a fitted effect of over 50% in size; many of its hits are not listed in these tables
Target sequence (Q6W5P4 whole entry, looked up): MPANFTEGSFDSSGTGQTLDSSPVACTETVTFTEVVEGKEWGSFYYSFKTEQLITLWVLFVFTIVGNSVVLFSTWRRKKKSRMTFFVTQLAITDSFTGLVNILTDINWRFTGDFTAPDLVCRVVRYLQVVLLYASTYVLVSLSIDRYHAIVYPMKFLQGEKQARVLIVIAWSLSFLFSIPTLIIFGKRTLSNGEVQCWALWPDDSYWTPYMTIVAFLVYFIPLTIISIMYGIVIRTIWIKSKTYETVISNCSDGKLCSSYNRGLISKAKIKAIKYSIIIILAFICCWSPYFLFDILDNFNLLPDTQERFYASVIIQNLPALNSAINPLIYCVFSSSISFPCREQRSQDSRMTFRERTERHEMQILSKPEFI
CBFb-RUNX1 inh = blocks binding between human CBF-beta and RUNX1. 230,000 tested, under 10 active. AlphaScreen CBFb-His/RUNX1-biotin binding, biochemical. Potency, µM (titrated, usually from 59.8 µM), for inactives: top-dose activity, negative = inhibition, hits mostly inhibitors. AID 1477; further: % of control where 0% means no effect
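CBFb-His/RUNX1-biotin, 30 nM each, preincubated 20 min RT; compound 15 min RT; Ni + streptavidin beads 50 ng each, 90 min RT; AlphaScreen read.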
GLA spleen mod = inhibits or activates alpha-galactosidase in human spleen homogenate. P06280. human spleen homogenate, 4MU-alpha-Gal fluorescence, 40 min. Potency, µM (titrated, usually from 80 µM), without a hit: top-dose activity change, negative = inhibition, most hits filed as inhibitors. 240,000 compounds, 0.008% hits. AID 2107;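 further: potency means the concentration at half of the fitted maximal effect; 0% = enzyme with vehicle and -100% = no enzyme basal signal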
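Inhibition or activation of alpha-galactosidase in human spleen homogenate is scored by 4-MU fluorescence after 40 min at 37C, pH 5.0, with 1 mM substrate. AC50s come from concentration-response fitted to the Hill equation.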
The depositor's hits bear a star; ? = inconclusive; nt = not tested or not shown; & = joins results of further samples; [ ] = remark or other dose. Unless noted, the call rests on the fitted dose curve; in most records, active means well fitted curve in the direction sought with a large enough effect; inconclusive means small, poorly fitted or top-dose-only effect, or another doubt; inactive means no such curve, though single readings can be large; an effect the other way counts as inactive or inconclusive.

Values in the order: GLA spleen mod, Epigenetic reg, Tau fibril FP, CBFb-RUNX1 inh, Tau fluor cs, NPSR antagonist, TexasRed fluor, TRb-SRC2 inh
1) COc1ccc(N2CCN(Cc3nc4ccccc4n3C)CC2)cc1
  3%, 0.0%, 5%, -12%, -8%, 0%, 1%, -2%
2) COc1ccc(-c2nnn(CC(=O)N(CC(=O)NC3CCCC3)Cc3ccco3)n2)cc1OC
  2%, 3.0%, -2%, 2%, 0%, -4%, 1%, 6%
3) CCC(=O)N1CCCc2cc(S(=O)(=O)N3CCN(c4ccccc4F)CC3)ccc21
  -26%, 5.1%, 8%, 0%, -10%, -9%[46.1 µM], 0%, -14%
4) Cc1ccc(S(=O)(=O)NCC(=O)OCC(=O)Nc2cccc(S(=O)(=O)NC3=NCCCCC3)c2)cc1C
  4%, -1.0%, -7%, -1%, -4%, -1%, -2%, 5%
5) CCCCNC(=O)CNC(=S)N(Cc1ccc(C)cc1)Cc1ccco1
  -25%, -2.8%, 5%, 11%, -19%, -21%, -1%, 5%
6) CC(C)(C)/C(O)=C/c1nc2ccccc2[nH]c1=O
  12%, -1.0%, 4%, -3%, 1%, 16%, 1%, 15%
7) COc1cc(O)c(CCC(=O)c2cc(OC)c(OC)c(OC)c2)c(OC)c1
  9%, -0.7%, 10%, -6%, -17%, 9%, -1%, -3%
8) COc1cccc(C(=O)NCC2CCCO2)c1 (stereo not given)
  3%, 0.9%, -12%, 10%, 0%, -1%[46.1 µM], 2%, -20%
9) O=C(Nc1cc(S(=O)(=O)Nc2ccccc2Cl)ccc1O)c1sc2cc(Cl)ccc2c1Cl
  3%, -1.8%, -14%, ?, -14%, -8%, -1%, -6%
10) NC(=O)[C@@H]1CCCN1Cc1nc(-c2ccc(C(F)(F)F)cc2)no1
  -3%, -0.2%, 9%, 8%, -2%, 9%, 0%, -4%
11) Cc1ccc(NC(=O)CCCn2nc(C)c3c(C)n(-c4ccccc4)nc3c2=O)cc1Cl
  nt, -2.5%, -2%, nt, -5%, nt, 0%, 1%
12) O=C(O)c1ccc(S(=O)(=O)c2ccc3c(c2)C(=O)N(NC(=O)c2ccncc2)C3=O)cc1
  -2%, 0.1%, 0%, 10%, -7%, 12%, -5%, -6%
13) CC1=C(C)CC(C(=O)Nc2nc(-c3ccc(F)cc3)c(C)s2)C(C(=O)O)C1 (stereo not given)
  12%, 0.0%, 10%, -8%, 4%, -17%, -1%, -3%
14) CCCCNC1=C(Br)C(=O)CC(C)(C)C1
  10%, 12%, -2%, 8%, 4%, -12%[46.1 µM], 0%, -2%
15) Cc1nnc(NC(=O)CSc2nc(C3CCCCC3)nc3ccccc23)s1
  0%, -0.9%, -13%, -5%, -17%, -1%[46.1 µM], -3%, -18%
16) Cc1ccc(C)c(OCC(O)CN2CCC(C)CC2)c1C (stereo not given)
  2%, -0.3%, 3%, -2%, 6%, 0%[46.1 µM], 0%, -13%
17) Cc1cccc(OCC(=O)Nc2cc(S(=O)(=O)N3CCCCC3)ccc2N2CCN(C)CC2)c1
  -5%, 5.5%, 10%, 1%, -10%, -59%, -5%, 6%
18) Cc1ccccc1N1CCN(C(=O)c2ccccc2NC(=O)/C=C\C(=O)O)CC1
  6%, 0.0%, -13%, -6%, -10%, -11%[46.1 µM], -2%, 0%
19) Cc1ccc(S(=O)(=O)Nc2ccc3c(c2)c(C(=O)OC(C)C)c(C)n3S(=O)(=O)c2ccc(C)cc2)cc1
  nt, 0.7%, ?, nt, ?, nt, -1%, 6%
20) O=C(COc1ccccc1)N1CCN(c2ncnc3c2cnn3-c2ccccc2)CC1
  7%, -0.1%, 2%, 23%, -1%, -1%[46.1 µM], -5%, 8%
21) O=C(c1cccc2ccccc12)N1CCN(c2ccc([N+](=O)[O-])c(N3CCOCC3)c2)CC1
  -2%, 1.0%, 2%, -25%, -17%, -17%, 0%, -4%
22) CC(NC(=O)c1nn(C)c(=O)c2ccccc12)c1ccc(F)cc1 (stereo not given)
  4%, -1.0%, -7%, 1%, -11%, -14%[46.1 µM], -5%, -6%
23) CC(O)C(=O)N/N=C/c1cccc2ccccc12 (stereo not given)
  -2%, 2.2%, -2%, -8%, 5%, -5%, -3%, 9%
24) O=C(NCCSc1c[nH]c2ccccc12)C1CC1
  -1%, -0.8%, 8%, 9%, 10%, 6%[46.1 µM], 1%, -7%
25) O=c1[nH]c(Cc2cccs2)nc2ccccc12
  7%, -2.7%, -1%, -4%, -7%, -8%[46.1 µM], -2%, 1%
26) COC(=O)C(C(=O)Nc1cccc(Cl)c1C)C1CCCC1 (stereo not given)
  5%, 2.1%, 2%, 11%, 6%, 6%, -2%, -6%
27) CCOC(=O)N1CCC(NC(=O)c2cc(C(=O)NC3CCN(Cc4ccccc4)CC3)ccc2CO)CC1
  4%, -4.4%, -1%, -3%, -2%, 14%, -1%, -3%
28) O=C(O)C1C2C=CC(O2)C1C(=O)Nc1ccc(S(=O)(=O)Nc2ccccc2)cc1 (stereo not given)
  ?, 4.8%, 4%, 8%, 8%, 0%[46.1 µM], 2%, -20%
29) N[C@H](C(=O)O)[C@@H]1C[C@@H]1C(=O)O
  3%&-5%, -1.2%&-0.3%, -1%&5%, 1%&-5%[21.7 µM], -20%&-6%, nt, 0%&-3%, 0%&0%
30) COc1cc(/C=C/C(=O)Nc2nnc(CC(C)(C)C)s2)cc(OC)c1OC
  3%, -3.2%, -13%, 4%, -7%, -17%, -1%, 4%
31) Cc1cccc(NC(=O)CN2C(=O)COc3ccc(Cl)cc32)c1C
  -6%, 0.7%, -2%, -9%, 0%, -6%[46.1 µM], 1%, 7%
32) CCn1cc(C(=O)NC(C)C23CC4CC(CC(C4)C2)C3)cn1 (stereo not given)
  -1%, -0.9%, 1%, 8%, -5%, 3%, -1%, 1%
33) Cc1ccc(-c2cc(-c3coc4ccccc4c3=O)c3c(n2)-c2cc(Cl)ccc2OC3)cc1
  nt, -1.1%, -8%, nt, -17%, nt, -14%, 1%
34) CC(C)CC(=O)NC(=S)Nc1ccc(NC(=O)c2cccs2)cc1
  2%, 0.1%, -13%, 7%, -21%, ?, 2%, 11%
35) COc1cccc(NC(=O)Cn2nc(-c3ccncc3)ccc2=O)c1
  nt, 0.0%, ?, nt, -19%, nt, -14%, -6%
36) N#CC(c1ccc(F)cc1)c1ccc(C(=O)c2ccc(F)cc2)cc1 (stereo not given)
  8%, -3.0%, -11%, 8%, -28%, 12%[46.1 µM], -2%, -9%
37) Cc1cc(NS(=O)(=O)c2ccc(NC(=O)CSc3nnc(-c4ccco4)n3Cc3ccco3)cc2)nc(C)n1
  -6%, -0.3%, 8%, -21%, 10%, 6%, -1%[53 µM], -7%[53 µM]
38) Cc1[nH][nH]c(=O)c1N=Nc1ccccc1
  1%, 0.1%, 0%, -3%, -13%, -4%[46.1 µM], -2%, 7%
39) COc1ccccc1NC(=O)Nc1ccc(CC#N)cc1
  3%, 1.1%, 5%, 4%, -19%, 0%, ?, -1%
40) Cn1cnc([N+](=O)[O-])c1Sc1n[nH]c(N)n1
  -5%, -0.3%, -6%, 10%, -29%, -16%, 2%, -3%
41) CC(C(=O)Nc1ccccc1-c1ccccc1)N1CCCCC1 (stereo not given)
  4%, -9.2%, -2%, -3%, -3%, -13%[46.1 µM], 0%, 13%
42) CC(=O)Oc1ccc2c(=O)c(N3C(=O)c4ccccc4C3=O)c(C)oc2c1
  -2%, -1.3%, -4%, 7%, 9%, -6%, -2%[53 µM], 5%[53 µM]
43) CCCCNC(=O)C1CCN(c2nc3ccc(C)cc3[nH]2)CC1
  nt, -0.6%, 3%, nt, -4%, nt, -2%, 0%
44) CN(C)S(=O)(=O)c1cccc(C(=O)NCc2ccco2)c1
  4%, 0.0%, 1%, 0%, -1%, -9%[46.1 µM], -4%, -8%
45) CCNCc1nc2cc(Cl)ccc2c(=O)[nH]1
  7%, -0.4%, -5%, 0%, -4%, 18%, -3%, -3%
46) COc1ccc(-c2csc3ncn(-c4cccc(C)c4)c(=O)c23)cc1OC
  9%, 2.1%, 9%, -9%, 0%, 16%, -3%, 2%
47) CCOCCCNC(=S)NCCCNc1nc2ccc(C)cc2cc1C#N
  12%, -1.1%, -3%, 13%, -29%, -11%, -2%, 4%
48) CC(C)CC(=O)NC(=S)Nc1ccc(S(=O)(=O)N2CCCC2)cc1
  -11%, 0.6%, -6%, -1%, -11%, -57%, -1%, 8%
49) CS(=O)(=O)c1ccc2nc(NC(=O)CS(=O)(=O)Cc3ccccc3)sc2c1
  2%, -2.3%, 6%, 2%, 5%, -7%, -1%, 8%

Five consecutive compounds from above:
Values in the order: GLA spleen mod, Epigenetic reg, Tau fibril FP, CBFb-RUNX1 inh, Tau fluor cs, NPSR antagonist, TexasRed fluor, TRb-SRC2 inh
1) COc1ccc(N2CCN(Cc3nc4ccccc4n3C)CC2)cc1
  3%, 0.0%, 5%, -12%, -8%, 0%, 1%, -2%
2) COc1ccc(-c2nnn(CC(=O)N(CC(=O)NC3CCCC3)Cc3ccco3)n2)cc1OC
  2%, 3.0%, -2%, 2%, 0%, -4%, 1%, 6%
3) CCC(=O)N1CCCc2cc(S(=O)(=O)N3CCN(c4ccccc4F)CC3)ccc21
  -26%, 5.1%, 8%, 0%, -10%, -9%[46.1 µM], 0%, -14%
4) Cc1ccc(S(=O)(=O)NCC(=O)OCC(=O)Nc2cccc(S(=O)(=O)NC3=NCCCCC3)c2)cc1C
  4%, -1.0%, -7%, -1%, -4%, -1%, -2%, 5%
5) CCCCNC(=O)CNC(=S)N(Cc1ccc(C)cc1)Cc1ccco1
  -25%, -2.8%, 5%, 11%, -19%, -21%, -1%, 5%

These rows are one share of the data (hit frequency here may not be typical).
